LYPLA1 counter = LYPLA1 (human) inhibition in PME1 counter-screen | 320,000 compounds, 0.16% hits | O75608 | inhibition, % at 5.9 µM | recombinant LYPLA1, FP-Rh probe fluorescence polarization;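 active = inhibition above the mean of all tested compounds plus 3 SD, set per campaign, cut at about 14% in these data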;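 note: inhibitors block serine hydrolase probe labeling of LYPLA1 so polarization falls; 0% = enzyme with DMSO and 100% = wells lacking LYPLA1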
Target sequence (O75608 whole entry, looked up): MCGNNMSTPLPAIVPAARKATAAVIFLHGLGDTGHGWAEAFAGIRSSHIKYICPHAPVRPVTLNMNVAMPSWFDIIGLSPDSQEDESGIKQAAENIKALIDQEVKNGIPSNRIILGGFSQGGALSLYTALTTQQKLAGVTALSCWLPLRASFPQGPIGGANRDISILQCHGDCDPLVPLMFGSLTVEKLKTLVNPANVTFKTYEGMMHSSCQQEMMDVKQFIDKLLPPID
GSTO1 counter = blocks human GSTO1 in RBBP9 counter-screen; recombinant GSTO1, activity-based probe fluorescence polarization; inhibition, % at 5.96 µM; 300,000 compounds, 1.1% hits;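 active = inhibition above the campaign mean inhibition plus 3 SD, cut at about 35% in these data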;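 note: 0% = GSTO1-1 with DMSO and 100% = wells lacking GSTO1-1 enzyme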
Fam108B inh = blocks mouse Fam108B hydrolase in RBBP9 counter-screen; recombinant Fam108B, FP-Rh probe fluorescence polarization; inhibition, % at 9.51 µM; 300,000 compounds, 0.33% hits; AID 1947;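 active = inhibition above the screen mean inhibition plus 3 SD, computed separately per campaign, cut at about 18% in these data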;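 note: inhibitors lower polarization as less probe binds the enzyme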
PME-1 primary = blocks human protein phosphatase methylesterase 1. recombinant PME-1, FP-Rh probe fluorescence polarization. 320,000 compounds, 0.53% hits. Q9Y570. inhibition, % at 5.9 µM;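 active = inhibition above the campaign mean of all compounds plus 3 SD, cut at about 26% in these data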;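 note: competitive labeling of PME-1 active site by serine hydrolase directed probe; 0% = PME-1 with DMSO and 100% = wells lacking PME-1 enzyme; inhibitors block probe labeling so polarization falls and inhibition rises; many of its hits are not listed in these tables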
PAD4 inh = PAD4 (human) enzyme inhibition. Q9UM07. recombinant PAD4, RCA probe fluorescence polarization. inhibition, % at 6.36 µM. 330,000 compounds, 0.41% hits. AID 485272;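 active = percent inhibition above a cutoff equal to the mean of all tested compounds plus 3 SD, cut at about 15% in these data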;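 note: 0% = PAD4 with RCA probe and DMSO and 100% = probe without PAD4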
Target sequence (Q9UM07 whole entry, looked up): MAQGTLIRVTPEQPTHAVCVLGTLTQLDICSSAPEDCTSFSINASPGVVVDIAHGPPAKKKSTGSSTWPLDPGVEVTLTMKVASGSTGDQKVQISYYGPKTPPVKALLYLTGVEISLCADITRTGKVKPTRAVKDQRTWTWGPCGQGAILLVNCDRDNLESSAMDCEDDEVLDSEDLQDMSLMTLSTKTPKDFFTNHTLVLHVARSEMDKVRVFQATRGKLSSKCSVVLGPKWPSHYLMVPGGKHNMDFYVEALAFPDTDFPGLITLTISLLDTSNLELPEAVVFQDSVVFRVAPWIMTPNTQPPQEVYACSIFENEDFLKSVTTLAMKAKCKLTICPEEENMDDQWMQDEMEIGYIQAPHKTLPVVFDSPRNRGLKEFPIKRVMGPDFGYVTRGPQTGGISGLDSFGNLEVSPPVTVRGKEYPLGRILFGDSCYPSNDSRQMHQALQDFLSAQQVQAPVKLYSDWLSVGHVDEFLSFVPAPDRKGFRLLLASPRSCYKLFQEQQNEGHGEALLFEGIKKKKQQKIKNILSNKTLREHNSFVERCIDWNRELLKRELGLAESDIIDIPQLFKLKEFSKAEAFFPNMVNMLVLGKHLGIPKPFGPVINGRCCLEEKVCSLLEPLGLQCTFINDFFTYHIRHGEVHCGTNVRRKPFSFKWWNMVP
PAFAH1B2 inh = PAFAH1B2 (human) inhibition; P68402; recombinant PAFAH1B2, FP-rhodamine activity probe, fluorescence polarization; inhibition, % at 3.39 µM; 340,000 compounds, 1.2% hits; AID 492953;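 active = inhibition above the mean of all tested compounds plus 3 SD, cut at about 24% in these data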;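 note: 0% = enzyme with DMSO and 100% = wells lacking PAFAH1B2; many of its hits are not listed in these tables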
PAFAH2 inh = PAFAH2 (human) inhibition; Q99487; recombinant PAFAH2, FP-rhodamine activity probe, fluorescence polarization; inhibition, % at 3.39 µM; 340,000 compounds, 0.99% hits;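 active = inhibition above the mean over all tested compounds plus 3 SD, cut at about 30% in these data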;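 note: inhibitors block probe labeling of enzyme so polarization drops; 0% = enzyme with DMSO and 100% = wells lacking PAFAH2 protein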
pPAFAH FP inh = pPAFAH (human) enzyme inhibition; recombinant pPAFAH, FP-rhodamine probe fluorescence polarization; inhibition, % at 3.39 µM; Q13093; 330,000 compounds, 1.5% hits;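 active = inhibition above the mean inhibition across the screen plus 3 SD, cut at about 25% in these data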;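 note: inhibitors block binding of the rhodamine activity-based probe so polarization drops; 0% = enzyme with DMSO and 100% = wells lacking pPAFAH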
PAFAH1B3 FP inh = blocks human PAF acetylhydrolase 1B catalytic subunit 3 | inhibition, % at 3.39 µM | recombinant PAFAH1B3, FP-rhodamine probe, fluorescence polarization | 340,000 compounds, 0.28% hits;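 active = inhibition above the screen-wide average of all tested compounds plus 3 SD, cut at about 25% in these data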;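 note: 0% = enzyme with DMSO only and 100% = wells lacking PAFAH1B3 protein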
Target sequence (Q15102 whole entry, looked up): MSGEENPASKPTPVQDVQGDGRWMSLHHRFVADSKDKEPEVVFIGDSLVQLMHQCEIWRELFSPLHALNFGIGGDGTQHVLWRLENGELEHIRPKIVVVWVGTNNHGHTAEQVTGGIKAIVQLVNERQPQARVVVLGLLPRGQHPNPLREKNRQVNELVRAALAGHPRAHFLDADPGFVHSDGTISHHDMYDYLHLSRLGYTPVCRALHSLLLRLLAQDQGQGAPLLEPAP
Numbers without * were called inactive; nt = no result given. Some of the compounds tested; rates above refer to the full screens.

SMILES	LYPLA1 counter	GSTO1 counter	Fam108B inh	PME-1 primary	PAD4 inh	PAFAH1B2 inh	PAFAH2 inh	pPAFAH FP inh	PAFAH1B3 FP inh
COc1ccc(CCNC(=O)COC(=O)c2ccc(N3CCCC3=O)cc2)cc1	1	-1	0	-3	-5	8	56*	2	3
O=C(NCCc1ccccc1)c1ccc(NS(=O)(=O)c2ccc3[nH]c(=O)[nH]c3c2)cc1	1	-124	0	1	-2	7	4	2	6
C=CCn1cccc(C(=O)Nc2ccc(OC)cc2OC)c1=O	0	12	1	3	-2	8	1	1	3
O=C(O)/C(=N/NC(=O)c1ccc(Cl)cc1)c1ccccc1	3	4	-1	-4	0	4	-1	-3	7
O=C(NCCNC(=O)c1cc(OCC(F)(F)F)ccc1OCC(F)(F)F)Nc1cccc(C(F)(F)F)c1	33*	-5	2	-5	4	11	-7	-6	1
Nc1ccc(Oc2ccc(Br)cc2)cc1	0	5	1	4	-4	11	-6	16	1
O=C(NCc1ccc(F)cc1)C1CCCN1S(=O)(=O)c1cccc2nsnc12 (centres undefined)	1	13	2	-13	3	-2	-7	-3	7
Nc1ncnc2c1ncn2C1OC(C(=O)NC2CC2)C(O)C1O (centres undefined)	1	5	0	-5	1	1	-1	3	3
Cn1c(CCN2CCN(c3ccc(F)cc3)CC2)nc2cc(NC(=O)c3ccco3)ccc21	0	-3	-2	-4	1	0	4	2	4
CC(C)c1cc(CN2CCN(Cc3ccc(F)c(F)c3)C(CCO)C2)[nH]n1 (centres undefined)	-2	3	2	4	-7	7	-5	2	8
O=[N+]([O-])c1ccc(-c2cnc(SC(c3ccccc3)c3ccccc3)[nH]2)cc1	-12	-13	-1	1	-7	1	-8	-17	3
O=C(NCc1cccnc1)c1nn2cccnc2c1Cl	-1	-1	2	1	-3	4	-7	3	-4
Cc1ccc(-c2cc(C(=O)N3CCOCC3)c3cc(C)ccc3n2)cc1	-1	-5	-1	-1	-1	0	-3	13	7
O=C(CSc1nc2ccc(N3CCOCC3)cc2c(=O)n1CCc1ccccc1)NCC1CCCO1 (centres undefined)	-1	21	1	5	3	3	15	10	7
O=C(/C(=C/c1cccc(Cl)c1)c1nc2ccccc2[nH]1)c1ccccc1	-20	-17	-19	-28	-3	-10	-34	2	-9
CCC1(CC)C(=O)N(C)C(=O)NC1=Nc1ccccc1	1	6	-2	-6	1	-1	0	-3	3
Cc1cccnc1NC1OC(=O)c2ccccc21 (centres undefined)	1	-5	-5	-3	-3	5	15	16	4
CN1CCN(c2ccc(S(=O)(=O)N3CCCCC3)cc2NC(=O)c2ccc3ccccc3c2)CC1	-1	-4	-4	-6	0	1	0	7	-14
CC1CCN(C(=O)COc2coc(CN3CCc4ccccc43)cc2=O)CC1	-1	14	1	0	-2	-3	9	-6	-5
Cc1ccc(CN2CCSc3ccc(C(=O)NCc4ccco4)cc32)cc1	-1	5	3	4	1	-4	2	12	5
Cc1ccc(CNC(=O)COc2ccc3c(c2)CCC3)cc1	0	7	0	7	2	6	5	9	-6
CCc1sc(N(C(=O)Cc2ccccc2)c2ccc(F)cc2)nc1-c1ccccc1	-1	2	-2	3	0	3	3	0	4
Cc1ncc([N+](=O)[O-])n1CC(=O)NCCc1ccccc1	-1	-10	-9	8	-9	2	-1	-4	1
Cc1ccc(NC(=O)C(SCC(=O)O)c2ccccc2)cc1C (centres undefined)	1	9	-3	0	1	3	-7	-4	10
CC(=O)c1ccc(N2CCN(S(=O)(=O)c3cc4[nH]c(=O)c(=O)[nH]c4cc3C)CC2)cc1	1	-3	6	1	-1	-4	2	6	7

Complete entries, looked up by structure. Order of screens: LYPLA1 counter | GSTO1 counter | Fam108B inh | PME-1 primary | PAD4 inh | PAFAH1B2 inh | PAFAH2 inh | pPAFAH FP inh | PAFAH1B3 FP inh
`O=C(NCCNC(=O)c1cc(OCC(F)(F)F)ccc1OCC(F)(F)F)Nc1cccc(C(F)(F)F)c1` as listed: 33* | -5 | 2 | -5 | 4 | 11 | -7 | -6 | 1
`O=C(NCCc1ccccc1)c1ccc(NS(=O)(=O)c2ccc3[nH]c(=O)[nH]c3c2)cc1` as listed: 1 | -124 | 0 | 1 | -2 | 7 | 4 | 2 | 6
`O=C(NCc1ccc(F)cc1)C1CCCN1S(=O)(=O)c1cccc2nsnc12` (centres undefined) as listed: 1 | 13 | 2 | -13 | 3 | -2 | -7 | -3 | 7
`COc1ccc(CCNC(=O)COC(=O)c2ccc(N3CCCC3=O)cc2)cc1` as listed: 1 | -1 | 0 | -3 | -5 | 8 | 56* | 2 | 3

The list continues.
SMILES	LYPLA1 counter	GSTO1 counter	Fam108B inh	PME-1 primary	PAD4 inh	PAFAH1B2 inh	PAFAH2 inh	pPAFAH FP inh	PAFAH1B3 FP inh
CC(C)N(C(=O)[C@H]1C[C@H](CC(=O)NCCCN(C)C)C(=O)N2CCc3c([nH]c4cc(-c5ccco5)ccc34)[C@]12C)C(C)C	nt	nt	nt	nt	3	7	0	3	8
Nc1nc(-c2cccs2)cs1	-1	67*	-2	1	19*	9	6	0	5
O=C(NCc1cccnc1)c1cccc2c1C(=O)N(C1CCCCC1)C2	4	-4	2	-3	1	3	5	1	4
CN(C)S(=O)(=O)c1cccc(NC(=O)COC(=O)CNC(=O)c2ccccc2F)c1	5	7	-2	11	-2	8	-1	2	-1
Cn1c(CCN2CCCCC2)nc2cc(NC(=O)COc3ccc([N+](=O)[O-])cc3)ccc21	5	7	-1	0	-1	4	2	-1	4
COc1ccc(-c2oc(=O)c3cc(OC)c(OC)cc3c2/C=C/c2cccc([N+](=O)[O-])c2)cc1	-6	nt	nt	-33	-1	-5	1	0	2
O=C(NCCc1ccccc1)C1CCN(S(=O)(=O)N2CCCC2)CC1	-1	5	0	-2	-5	1	2	2	8
CC(C)OC(=O)Cn1nnc2c(cnn2-c2ccccc2)c1=O	2	5	-4	-5	-2	-1	6	1	12
Cc1ccc(N2C(SCC(=O)O)=NC(=Nc3cccc(C)c3)C23CCCC3)cc1	1	6	2	-3	-6	-5	-3	1	-1
O=C(CN1CCCCCCC1)N/N=C/c1ccccc1F	5	3	3	6	0	5	-7	2	-1
COCCCNC(=S)N1CCN(C)CC1	0	-1	4	5	-1	4	-1	3	6
Cc1ccc(NC(=O)CSc2nnc(-c3ccncc3)n2N)cc1C	4	6	2	-5	3	4	-3	2	4
COC(=O)C1=C(C)NC(=O)/C1=C\c1cccs1	0	-5	1	1	-3	2	3	2	4
COc1ccccc1CNC(=O)c1ccc(Br)o1	0	-1	-4	1	-5	2	16	2	2
COC(=O)c1cc(Cn2nc(C(=O)O)c3ccccc3c2=O)oc1C	-1	0	0	5	-3	-3	-3	1	8
COC(=O)CS(=O)(=O)c1ccc2c(c1)CC(=O)N2	-1	1	1	-1	0	-3	-7	1	5
Cc1nn(-c2ccccc2)c(C)c1Cc1ccc(O)cc1	-1	2	-3	0	0	14	0	13	5
O=C(Nc1ccc2c(c1)OCO2)NC1(C(F)(F)F)Oc2ccccc2O1	1	48*	8	0	-2	3	9	9	7
CN1CCN(CCCNC(=O)c2cn(C3CCCCC3)c(=O)c3c2c2ccccc2n3C)CC1	0	9	4	1	0	4	9	2	4
O=C(NC1CCS(=O)(=O)C1)c1cc(-c2ccccc2)nc2ccccc12 (centres undefined)	-2	11	-1	2	1	6	7	10	-2
CCOC(=O)C1CCN(C(=O)COC(=O)c2cc([N+](=O)[O-])ccc2N2CCOCC2)CC1	3	8	4	0	2	-2	-3	2	9
CCOc1cccc(CN2CCCC(N3CCc4cc(OC)c(OC)cc4C3)C2)c1O (centres undefined)	2	0	4	-2	-4	2	-5	0	0
CCN1/C(=C/c2cc[n+](CCCS(=O)(=O)[O-])c3ccccc23)Sc2ccccc21	-2	-6	-3	-6	-18	-5	-2	0	-6
C/C(=N\NC(=O)CSc1nc(C)[nH]c1[N+](=O)[O-])c1ccc(F)cc1	4	-9	1	2	3	2	-4	6	6
CCOc1cc2c(cc1OCC)C(c1ccccc1)N(c1ccc(C(=O)O)cc1)C(=O)C2 (centres undefined)	2	-7	-2	2	1	3	0	4	2

The list continues.
SMILES	LYPLA1 counter	GSTO1 counter	Fam108B inh	PME-1 primary	PAD4 inh	PAFAH1B2 inh	PAFAH2 inh	pPAFAH FP inh	PAFAH1B3 FP inh
O=[N+]([O-])c1ccc(/C=N/n2cnc3ccccc32)s1	3	55*	7	19	-23	1	7	11	15
O=C(CSc1nc(=O)n2ccccc2n1)Nc1ccc2c(c1)OCO2	-2	8	1	3	-3	1	8	3	2
CCOc1cc2sc(N3CCC(C(=O)NCCCN4CCCC4=O)CC3)nc2cc1Br	5	6	-2	2	-4	-3	0	13	1
COc1ccccc1/C=C/C(=O)NCC(=O)N/N=C/c1ccccc1[N+](=O)[O-]	-2	15	1	1	-1	1	0	6	7
CSc1ccccc1OCc1cc(C(=O)N(C)Cc2cc(C)[nH]n2)no1	1	2	-8	4	-6	-9	1	4	8
CCN(CC)CCCN(C(=O)c1ccccc1F)c1nc(-c2ccc(OC)cc2)cs1	-2	-2	9	-3	-4	3	-1	4	-1
O=C(CNC(=O)c1cccs1)OCC(=O)c1ccc2ccccc2c1	-5	6	1	-6	3	0	10	0	1
N#Cc1cnc(SCC(=O)Nc2ccccc2C(F)(F)F)nc1N	-8	-4	-5	-5	-2	1	0	-6	11
O=C(c1cc2ccccc2cc1O)N1CCCC1	1	-1	1	-7	4	3	-1	24	0
CC(C)[C@H](NC(=O)C1CCN(S(=O)(=O)c2ccc(F)cc2)CC1)C(=O)NCc1ccco1	1	-3	0	5	1	7	-4	0	3
COc1cccc(-c2csc(N3CCN(C(=S)Nc4ccccc4)CC3)n2)c1	1	5	3	1	1	4	-2	11	-3
CCCCCCCCCCCCOC1OC(CO)C(O)C(O)C1NC(C)=O (centres undefined)	4	5	11	5	2	1	8	2	-2
COc1ccccc1OCCOc1ccccc1/C=N/n1cnnc1	2	10	-3	4	-3	-1	-6	0	4
O=C(CNC(=O)c1ccc(=O)[nH]c1)Nc1ccc(F)c(F)c1	0	-6	-5	-5	-2	3	1	5	7
COCCN1CC(=O)N(c2cccc(C)c2C)C(c2ccc(Cl)cc2)C1=O (centres undefined)	-4	-2	-3	1	4	3	0	0	4
c1ccc(C[C@H]2CN=C(Nc3ccccc3)N2CCC2CCCC2)cc1	6	9	0	-3	9	-5	0	-4	-1
Cc1cc(=O)cc(C)n1-c1ccc(Br)cc1	-3	-8	-3	-4	-7	4	0	0	11
Cc1cc2nc(C)c3c(n2n1)CCC3	-1	-2	-2	-1	2	1	-2	-12	4
COC(=O)CNC(=O)c1nn(-c2cccc(OC)c2)c(=O)c2ccccc12	2	6	-3	-4	0	-3	6	4	4
COc1ccc(N2C(=O)C3CCCN3C2c2cccc(Br)c2)cc1 (centres undefined)	-1	9	0	4	0	5	-2	-2	-1
O=C(NCCO)C(=O)Nc1cc2c3c(c1)CC(=O)N3CCC2	-11	-4	7	2	-1	5	2	0	-6
Cc1csc(NC(=O)c2cc3c(s2)-c2ccccc2OC3)n1	-6	-2	-7	-11	-2	-1	-2	-6	6
Cc1cccc(C(C)C)c1NC(=O)C(C)OC(=O)Cn1cnc2c1c(=O)n(C)c(=O)n2C (centres undefined)	0	5	-2	-4	-13	1	1	3	-6
CCOC(=O)c1c(N2CCCCC2)c2ccccc2[nH]c1=O	4	6	0	3	-3	7	4	5	0
CCC(C)(C)NC(=O)C(c1cccc(OC)c1OC)N(Cc1ccccc1)C(=O)CCC(=O)Nc1cc(C)on1 (centres undefined)	-2	0	1	4	0	2	-13	8	9
CCOC(=O)Cn1c(=O)oc2cc(S(=O)(=O)N3CCn4c3nc3ccccc34)ccc21	2	1	-2	2	-1	1	3	4	2
